Screens deposited in PubChem by several laboratories.
5HT1E ag – 5-HT1E (human) receptor agonism | activation, % at 6 µM | AID 574 | CHO 5-HT1E Ga15 NFAT-bla reporter, FRET; 0% DMSO wells, 100% control agonist wells | 65,000 tested, 0.69% active | P28566;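 active = activation above a set limit, the screen-wide mean activation plus 3 SD, cut at about 8.5% in these data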;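 note: 100% = positive control agonist at 1 µM giving full maximal response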
Target sequence (P28566 whole entry, looked up): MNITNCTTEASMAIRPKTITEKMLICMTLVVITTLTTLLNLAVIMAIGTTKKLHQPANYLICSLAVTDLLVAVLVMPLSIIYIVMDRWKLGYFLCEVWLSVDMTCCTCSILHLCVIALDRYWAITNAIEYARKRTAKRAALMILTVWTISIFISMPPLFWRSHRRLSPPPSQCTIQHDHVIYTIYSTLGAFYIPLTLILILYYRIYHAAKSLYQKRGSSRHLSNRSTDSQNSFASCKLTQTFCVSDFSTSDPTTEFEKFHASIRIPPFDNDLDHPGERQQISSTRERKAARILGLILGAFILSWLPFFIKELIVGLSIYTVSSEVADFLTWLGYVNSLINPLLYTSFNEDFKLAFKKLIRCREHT
MMP-13 inhibitor – blocks human MMP13 activity | 65,000 tested, 0.07% active | P45452 | AID 570 | MMP-13 fTHP FRET cleavage, Mca fluorescence | inhibition, % at 4 µM;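 active = inhibition above the mean of compound-free control plate wells plus 3 SD, cut at about 14% in these data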;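 note: 0% = DMSO wells and 100% = wells with reference MMP-13 inhibitor after basal subtraction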
RORA act – activates the human nuclear receptor RORA. CHO-K1 Gal4-RORA LBD luciferase reporter, luminescence; percent increase over mock-subtracted basal signal. activation, % at 10 µM. 65,000 tested, 1.5% active;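 active = activation above the mean of all tested compounds plus 3 SD, cut at about 49% in these data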;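 note: 0% = DMSO-treated RORA cells and 100% = added signal equal to DMSO minus mock-transfected cells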
NADH enzymes – inhibition of NAD/NADH coupling enzymes, library profiling | AID 774 | IC50, µM (top dose mostly 10 µM), without a hit: at the top dose inhibition | coupled PK/LDH NADH assays, four targets | 65,000 tested, 0.02% active;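 active = single-dose screening hits from any of four coupled enzyme assays that gave an IC50 when retested across doses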;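 note: the DPM-DC format reads NADH fluorescence rather than 340 nm absorbance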
SF1 activator – activates the human nuclear receptor SF-1. Q13285. AID 522. activation, % at 10 µM. 65,000 tested, 1.9% active. CHO-K1 Gal4-SF-1 LBD luciferase reporter; % increase over DMSO SF-1-specific signal;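 active = activation above the mean activation of all tested compounds plus 3 SD, cut at about 50% in these data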
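Test system: CHO-K1 cells co-transfected with Gal4 DBD–human SF-1 LBD, 5xGal4 luciferase reporter. Quantity: 4,000 cells per well. Compound: 10 µM only. Incubation: compound added 1 h post-seeding, 20 h exposure at 37 °C, 5% CO2. Detection: SteadyLite luciferase luminescence. Replication: one test per compound.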
Ecoli tolC – blocks growth of E. coli BW25113 tolC mutant; OD615; growth inhibition, % at 10 µM (by protocol); 65,000 tested, 2.2% active; AID 573;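 active = growth inhibition at or above a cutoff equal to the mean over every tested compound plus 3 SD, cut at about 60% in these data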;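 note: growth measured after 20 h incubation at 37 °C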
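test system = E. coli BW25113 ΔtolC::kan bacteria | medium = LB with kanamycin 50 µg/mL | signal = OD at 615 nm | schedule = 37 °C, 20 h exposure | evaluation = % inhibition of E. coli growth | compound dosing = one dose of 10 µM final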
5-HT1A blocker – 5-HT1a (human) receptor antagonism; CHO 5-HT1a Ga15 NFAT-bla reporter, antagonist mode; P08908; inhibition, % at 10 µM; 62,000 tested, 0.68% active; AID 612;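 active = inhibition above the mean of all tested compounds plus 3 SD, cut at about 43% in these data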;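 note: receptor stimulated by 5-CT agonist at 100 nM near EC80; beta-lactamase reporter measured by ratiometric fluorescence of a cleavable substrate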
Target sequence (P08908 whole entry, looked up): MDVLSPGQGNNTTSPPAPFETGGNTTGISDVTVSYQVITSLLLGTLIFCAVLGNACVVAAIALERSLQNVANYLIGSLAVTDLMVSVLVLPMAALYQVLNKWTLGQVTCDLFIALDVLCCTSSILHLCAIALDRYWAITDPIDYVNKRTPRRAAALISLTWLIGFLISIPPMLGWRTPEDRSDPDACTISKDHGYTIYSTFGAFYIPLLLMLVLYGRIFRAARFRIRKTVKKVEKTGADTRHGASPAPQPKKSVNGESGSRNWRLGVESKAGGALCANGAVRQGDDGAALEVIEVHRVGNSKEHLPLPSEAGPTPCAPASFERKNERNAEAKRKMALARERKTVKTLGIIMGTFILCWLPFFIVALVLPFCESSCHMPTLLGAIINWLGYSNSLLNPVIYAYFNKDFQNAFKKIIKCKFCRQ
HTR1E antagonist – 5-HT1E (human) receptor antagonism | P28566 | CHO 5-HT1E Ga15 NFAT-bla reporter, FRET, antagonist | inhibition, % at 6 µM | 65,000 tested, 0.99% active;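 active = inhibition above a set limit, the mean inhibition across every tested compound plus 3 SD, cut at about 29% in these data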;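 note: signal is the 460 over 535 nm emission ratio of beta-lactamase substrate; 0% = agonist plus DMSO wells and 100% = wells without agonist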
5HT1a ag – 5-HT1a (human) receptor agonism; P08908; CHO 5-HT1a Ga15 NFAT-bla reporter, FRET ratio; 0% basal, 100% maximal reference agonist; activation, % at 10 µM; 65,000 tested, 0.56% active; AID 567;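 active = activation above the screen-wide mean activation plus 3 SD, cut at about 19% in these data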;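 note: 0% = DMSO wells and 100% = 5-CT at EC100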
Active calls of the source: *; . = no result given; [ ] = dose if it differs, or a comment.

SMILES	5HT1E ag	MMP-13 inhibitor	RORA act	NADH enzymes	SF1 activator	Ecoli tolC	5-HT1A blocker	HTR1E antagonist	5HT1a ag
Oc1cccc(Nc2nc(NCC3CCCO3)c3ccccc3n2)c1 (centres undefined)	-0.1	-10	22	3%	6	94*	8	-3	-0.2
c1coc(-c2nnc(SCc3nc4ccccc4[nH]3)o2)c1	-0.5	-3	14	3%	-15	21	7	6	0.5
Cn1nnnc1-c1cc(Br)ccc1NC(=O)c1ccccc1	-0.7	-9	8	3%	4	9	.	-11	4.2
Cc1noc(C)c1CSc1nnc(-c2ccncc2)n1-c1ccc(Cl)c(Cl)c1	0.3	-1	-10	8%	-12	-2	-3	-4	0.3
COc1cc2c(cc1OC)C(c1ccc3c(c1)OCO3)C1=C(CC(C)(C)CC1=O)N2 (centres undefined)	0.3	-54[fluorescence artefact?]	5	11%[fluoresces]	-4	10	0	10	0.8
CCOc1ccccc1NC(=O)CCSc1nc2n[nH]c(C)c2c(=N)n1-c1ccccc1Cl	1.6	-2	1	13%	1	-4	-5	24	5.8
COc1cc(OC)c(C2CC(=O)N3CN(C)CSC3=C2C#N)cc1OC (centres undefined)	0.1	1	-8	3%	-10	-9	7	-8	-3.0
O=C(NCCCN1CCOCC1)c1cc(-c2ccccc2)on1	-0.6	-14	14	7%	2	-13	0	7	-1.9
COc1ccc(CCNc2nc(C)nc3c2oc2ccccc23)cc1OC	-0.7	6	-39	.	-58	.	11	8	-0.3
COc1ccccc1N1CCN(C(=O)c2c(-c3ccccc3Cl)noc2C)CC1	0.1	-1	-15	9%	8	7	-6	2	-2.0
CCOC(=O)N1CCC(NS(=O)(=O)c2ccc3c(c2)OCC(=O)N3)CC1	-0.1	2	-23	7%	-14	-10	0	-7	-2.2
O=C(Nc1ccc(S(=O)(=O)N2CCCC2)cc1)c1ccc(CN2CCOCC2)cc1	0.1	-4	-20	5%	12	9	-1	6	-0.1
c1ccc(-c2nn3c(-c4ccco4)nnc3s2)nc1	-0.8	0	1	2%	-11	-10	8	2	-2.7
CCC(=NC1CC(C)(C)NC(C)(C)C1)C1=C(O)CC(C)(C)CC1=O	0.3	0	-3	1%	-6	-20	-15	5	-3.2
CCCN(C(=O)Cc1nc(N)n[nH]1)C1(C(=O)Nc2c(C)cccc2C)CCCCC1	-0.7	-2	27	7%	-11	-8	-3	-5	-4.0
CCOC(=O)c1ccccc1NC(=O)CN1CCC(n2nnc3cc(F)ccc32)CC1	0.4	-5	-12	8%	8	-19	-2	16	4.4
C=CCNC(=O)CCCOc1cccc(C)c1	-0.2	4	16	0%	11	-3	-6	-2	-2.8
O=C(O)c1ccccc1C(=O)OCCCCOC(=O)c1ccccc1C(=O)O	0.2	0	-3	1%	-5	-2	-7	3	-2.8
COc1ccccc1-n1c(SCC(N)=O)nc2c(c1=O)SCC2	0.7	-2	1	10%	16	-14	-5	-11	-0.3
CCCCn1cnc2c(cnn2-c2ccc(Cl)cc2)c1=O	1.3	-1	28	4%	65*	-5	-2	-6	-1.9
COC(=O)c1ccccc1NC(=O)Cn1cc2c(n1)CCC(C)C2 (centres undefined)	0.0	6	18	4%	-8	-1	11	18	-2.5
CCn1cc(C(=O)NCc2ccc3c(c2)OCO3)c(=O)c2cc(S(=O)(=O)N3CCOCC3)ccc21	0.4	6	8	7%	-9	-2	-19	6	0.0
CCC(=O)N1CCN(c2ccc(Cl)cc2NC(=O)c2ccc3c(c2)OCCO3)CC1	0.4	-2	-7	3%	9	10	18	2	0.0
CCN1CCN(Cc2ccc(NC(=O)Nc3ccccc3OC)cc2)CC1	0.7	1	49*	6%	29	-9	26	-7	-2.6
COc1ccc2c(c1)-c1ccccc1S(=O)(=O)N2C(C)=O	0.5	-14	-4	15%	10	4	6	0	-0.4
C/C=C/c1ccc(OCCCCn2cncn2)c(OC)c1	-1.1	2	-9	6%	10	0	-3	-16	-3.4
O=C(Cn1ccc2ccccc2c1=O)Nc1ccc2c(c1)OCO2	0.2	1	-5	3%	-7	9	-13	2	-4.9
CCOC(=O)C1=C(C)NC(C)=C(C(=O)OCC)C1C(=O)OC1CCOC1=O (centres undefined)	-0.2	-3	-22	7%	8	-19	-2	11	1.4
CCN(Cc1ccncc1)S(=O)(=O)c1ccc(C(C)=O)cc1	-0.2	5	-14	8%	-12	0	-2	5	-1.2
CC1=C(C(=O)Nc2ccccc2)C(c2ccc(C)o2)n2ncnc2N1 (centres undefined)	0.5	3	-5	8%	-4	-6	8	3	-4.8

Gathered by group: the entries above with an aryl thioether with sulfur outside any ring.
SMILES	5HT1E ag	MMP-13 inhibitor	RORA act	NADH enzymes	SF1 activator	Ecoli tolC	5-HT1A blocker	HTR1E antagonist	5HT1a ag
c1coc(-c2nnc(SCc3nc4ccccc4[nH]3)o2)c1	-0.5	-3	14	3%	-15	21	7	6	0.5
Cc1noc(C)c1CSc1nnc(-c2ccncc2)n1-c1ccc(Cl)c(Cl)c1	0.3	-1	-10	8%	-12	-2	-3	-4	0.3
CCOc1ccccc1NC(=O)CCSc1nc2n[nH]c(C)c2c(=N)n1-c1ccccc1Cl	1.6	-2	1	13%	1	-4	-5	24	5.8
COc1ccccc1-n1c(SCC(N)=O)nc2c(c1=O)SCC2	0.7	-2	1	10%	16	-14	-5	-11	-0.3

More compounds
SMILES	5HT1E ag	MMP-13 inhibitor	RORA act	NADH enzymes	SF1 activator	Ecoli tolC	5-HT1A blocker	HTR1E antagonist	5HT1a ag
COc1ccc(CC(=O)N2CC(=O)N(CCc3ccccc3)C(=O)C2)cc1	-1.1	-1	-7	6%	-1	-2	-6	3	-2.6
COc1ccc(C2CC(=O)c3c(C)nc(N4CCN(c5ccccc5)CC4)nc3C2)cc1 (centres undefined)	0.6	-5	-14	0%	9	-30	-1	2	-2.9
COc1cccc(C(=O)N(Cc2cc3cc(C)ccc3[nH]c2=O)C(C)C)c1	0.9	-12	3	3%	-13	9	-6	-8	1.8
O=S(=O)(Cc1ccccc1)N1CCCCCC1	1.6	6	1	3%	18	4	4	-4	-1.0
COc1cc(=O)n(C)c2cc(N(C)C)ccc12	-0.9	-271[fluorescence artefact?]	-2	9%[fluoresces]	-3	17	4	-3	0.8
CCOC(=O)C(C(=O)Nc1cccc(C)n1)C1CCCCC1 (centres undefined)	-1.6	-5	-27	2%	6	1	2	-9	0.5
CC(Sc1nc2c(c(=O)n(C)c(=O)n2C)n1Cc1cc2c(cc1Cl)OCO2)C(=O)O (centres undefined)	0.2	3	0	2%	-6	5	0	-5	0.8
O=c1cc(N2CCN(c3ccccc3)CC2)[nH]c(=O)n1Cc1ccc(F)cc1	0.8	-4	2	2%	0	-2	0	-9	1.0
COc1ccc2[nH]cc(C(=O)CN3CCC(C)CC3)c2c1	1.4	0	21	3%	6	-14	-1	-6	-1.5
Cc1ccccc1-c1nnc(-c2ccccc2)o1	-0.7	-14	2	10%	46	45	26	-1	-3.3
CCn1nc(NS(=O)(=O)c2ccccc2)c2cc3cccc(C)c3nc21	-1.2	2	-8	4%	-14	31	-10	-7	0.1
Cn1c(=O)c2c(nc(CN3CCN(CCO)CC3)n2CCc2ccccc2)n(C)c1=O	0.9	-6	-16	2%	1	-12	21	-7	0.5
O=C(Nc1nc(-c2ccccn2)cs1)C1CC1	0.4	6	37	1%	14	31	-4	-4	-3.9
CC1CCN(C(=O)Cn2c(=O)oc3ccccc32)CC1	0.1	3	-16	3%	15	-16	4	0	1.5
CCC(Oc1ccccc1)C(=O)Nc1nnc(C)s1 (centres undefined)	-0.8	-1	-4	1%	-4	-17	2	-2	1.0
C=CCn1c(SCc2ccc(Cl)cc2)nc2c1c(=O)[nH]c(=O)n2C	0.2	0	20	7%	-3	11	-11	7	2.4
O=C(C1Cc2ccccc2CN1S(=O)(=O)c1cccs1)N1CCCCC1 (centres undefined)	-1.2	6	-2	5%	0	12	8	5	-0.9
CSc1ccccc1NC(=O)CN(c1cc(C)cc(C)c1)S(C)(=O)=O	-0.5	1	3	5%	-9	26	4	-2	-0.1
CC1(C)OC(=O)N(c2ccccn2)C1(C)O (centres undefined)	-1.2	4	-10	6%	-1	-26	-3	2	-2.4
CC(C)(C)c1ccc(S(=O)(=O)NCCc2ccncc2)cc1	0.0	6	4	3%	-13	16	20	12	-1.1
CCc1ccc(C(=O)CSc2n[nH]c(C)n2)cc1	-0.3	-5	11	0%	22	-1	-6	13	-1.7
CCOc1ccc(C(=O)Nc2ccc(N3CCCC3)cc2)cc1	-0.1	-2	15	5%	20	-4	-5	-15	-1.1
CCN1CCc2c(C#N)c(N3CCOCC3)nc(NCc3ccccc3)c2C1	-0.6	-22	-10	5%	1	12	.	-7	2.0
O=C(COC(=O)c1ccc(S(=O)(=O)N2CCOCC2)cc1)NC1CCCCCC1	-0.7	1	-9	5%	-3	-5	-8	7	-4.1
CCn1c(SCC(=O)Nc2nc(C)c(C)s2)nnc1-c1cccnc1	0.4	2	-20	5%	-2	-20	8	-7	-1.4
COCCn1c(=S)[nH]c2cc(C(=O)N3CCc4ccccc43)ccc2c1=O	0.3	2	-25	4%	-7	4	-8	0	-0.4
Cc1ccc(CNC(=O)C2CC(=O)N(C3CCCCCCC3)C2)cc1 (centres undefined)	-0.8	-2	-12	5%	-18	6	-4	-2	-2.2
COc1cc(NC(=O)C(F)(F)F)cc(OC)c1	-0.3	7	-3	3%	2	-2	1	-14	-0.9
Cc1ccc(Cn2c(CN3CCOCC3)nc3c2c(=O)[nH]c(=O)n3C)cc1	-1.0	-2	-14	3%	-5	-11	1	0	-1.7
COc1ccc(OC)c(NC(=O)Nc2nnc(N3CCC(C)CC3)s2)c1	1.3	-2	-4	6%	6	-3	15	-5	1.4
COc1cccc(-c2nc3cc(C)ccc3o2)c1	0.5	-20	28	2%	9	3	9	1	1.4
O=S(=O)(c1ccc(NCCc2c[nH]c3ccccc23)nc1)N1CCOCC1	0.5	-3	-23	3%	-4	10	0	-7	-0.2
COc1ccc(OC)c(S(=O)(=O)Nc2ccc(CC(=O)O)cc2)c1	-0.8	5	4	4%	11	-19	-10	-1	-2.0
CCCCCC(=O)N1CCN(CCN=CC2=C(O)CC(c3ccco3)CC2=O)CC1 (centres undefined)	-0.5	-1	-21	4%	-2	-3	-8	3	-4.1
COc1ccc(N2C3=[N+](CCCC3)CC2(C)O)cc1 (centres undefined)	2.9	3	-6	2%	-7	-2	-3	-7	-1.2
COc1ccc(NCc2nnc(SCC(=O)Nc3cc(C)cc(C)c3)o2)cc1	-0.2	6	-20	1%	2	5	20	-5	16
Cc1c(C(C)O)nnn1-c1nonc1N (centres undefined)	0.3	3	16	9%	-1	-19	-14	1	-1.3
Cn1c(-c2cc(Br)ccc2O)n[nH]c1=S	0.0	-14	11	1%	12	-5	-7	8	-1.3
COc1ccc(OC)c(S(=O)(=O)N2CCC(C(=O)Nc3cccc(C)c3C)CC2)c1	0.0	-13	-10	3%	10	2	-4	5	-1.7
COc1ccc(-n2nc(C(=O)N3CCC(C#N)CC3)c3c4ccccc4n(C)c3c2=O)cc1	-1.1	7	-27	7%	-26	14	-3	-1	1.5
CCc1c(O)nc(SCC(=O)Nc2ccccc2OC)[nH]c1=O	-0.9	-5	5	0%	-7	-3	-6	-6	-2.8
